Pin1 inh – human Pin1 inhibition | Potency, µM (doses to about 115 µM), without a hit: at the highest dose activity, negative = inhibition, hits mostly inhibitors | 390,000 compounds, 0.009% hits | AID 504891 | Pin1 FP peptide displacement, HiFluor488, 10 min; active = well fitted inhibition curve with a large enough effect in the polarisation, with a control signal flat, not every such curve was filed as active; inconclusive = small, poorly fitted or top-dose-only effect, or effect the other way, or a change in a side signal; inactive = no such curve, though single readings can be large or run the other way; the % refers to the polarisation; also: % is scaled to controls: 0 for no effect and ±100 for the full control effect
HP1b chromo inh – blocks HP1-beta chromodomain binding to methylated histone tails | P83916 | AlphaScreen HP1-beta / biotin-H3K9me3 peptide binding | Potency, µM (series often up to 114 µM), for inactives: at the highest dose activity change, negative = inhibition, actives largely listed as inhibitors | 390,000 compounds, 0.56% hits | AID 540317; also: nearly all actives have a fitted effect of over 70% in size; inactives centre near 23
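AlphaScreen: HP1-beta (50 nM) preformed 30 min with biotin-H3(1-18)K9me3 peptide (50 nM) in PBS pH 7.4, 0.01% Tween-20. Compound added for 30 min at RT, then streptavidin donor/nickel chelate acceptor beads (10 ug/mL) for 30 min.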
JMJD2A Tudor – inhibitors of human JMJD2A Tudor domain; AlphaScreen JMJD2A-Tudor / H3K4me3 peptide binding; Potency, µM (series often up to 114 µM), for the others: top-dose activity change, negative = inhibition, usual class: inhibitors; 390,000 compounds, 4.4% hits; AID 504339; also: % is scaled to controls: 0 for no effect and ±100 for the full control effect; nearly all actives have a fitted effect of over 50% in size
Target sequence (O75164 whole entry, looked up, the tested form may be a part): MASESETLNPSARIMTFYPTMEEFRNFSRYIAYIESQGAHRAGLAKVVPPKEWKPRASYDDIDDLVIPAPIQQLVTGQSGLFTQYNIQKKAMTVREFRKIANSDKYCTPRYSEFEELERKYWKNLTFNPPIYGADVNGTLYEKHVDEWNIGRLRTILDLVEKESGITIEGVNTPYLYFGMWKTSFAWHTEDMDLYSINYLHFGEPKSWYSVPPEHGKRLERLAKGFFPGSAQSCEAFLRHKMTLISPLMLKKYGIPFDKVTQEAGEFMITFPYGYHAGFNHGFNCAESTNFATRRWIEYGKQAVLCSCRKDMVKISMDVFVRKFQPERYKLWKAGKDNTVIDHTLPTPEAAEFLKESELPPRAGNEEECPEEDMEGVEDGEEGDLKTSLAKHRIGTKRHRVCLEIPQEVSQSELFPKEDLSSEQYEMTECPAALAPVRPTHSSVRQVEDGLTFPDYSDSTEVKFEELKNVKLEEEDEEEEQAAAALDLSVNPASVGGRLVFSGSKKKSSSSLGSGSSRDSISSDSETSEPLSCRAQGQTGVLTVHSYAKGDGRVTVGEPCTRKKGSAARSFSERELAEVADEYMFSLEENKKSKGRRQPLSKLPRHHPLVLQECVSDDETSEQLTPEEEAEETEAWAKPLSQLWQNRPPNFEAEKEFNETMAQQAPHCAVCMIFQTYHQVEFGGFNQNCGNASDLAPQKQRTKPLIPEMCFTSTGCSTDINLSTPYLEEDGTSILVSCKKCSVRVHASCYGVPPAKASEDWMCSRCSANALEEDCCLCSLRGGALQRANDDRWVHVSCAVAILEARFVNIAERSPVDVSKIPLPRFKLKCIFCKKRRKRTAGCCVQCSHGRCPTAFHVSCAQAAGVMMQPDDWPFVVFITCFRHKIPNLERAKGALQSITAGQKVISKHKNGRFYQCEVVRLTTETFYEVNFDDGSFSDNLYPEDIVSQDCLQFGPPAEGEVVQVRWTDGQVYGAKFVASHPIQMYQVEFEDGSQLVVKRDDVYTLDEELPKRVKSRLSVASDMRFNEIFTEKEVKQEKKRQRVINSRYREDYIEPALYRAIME
* marks the source's active call; other numbers are inactive results; u = inconclusive; & = joins results of further samples; [ ] = another dose, or the depositor's remark. Unless noted, calls follow the shape of the dose curve; as a rule, active = well fitted inhibition curve with a large enough effect; inconclusive = small, poorly fitted or top-dose-only effect; inactive = no such curve, though single readings can be large or run the other way. Potency is read from the fitted curve at half-maximal effect. This is a subset; count on the stated rates, not on these rows.

SMILES | Pin1 inh | HP1b chromo inh | JMJD2A Tudor
CC12CCC=CC1C(c1ccc(/C=C/c3ccccc3)cc1F)N(Cc1ccccc1)C2=O (stereo not drawn) | 8.6% | 14.1% | -18.6%
O=S(=O)(c1cccc(F)c1)N1CCN(c2nc(-c3cccs3)nc3ccccc23)CC1 | -8.2% | 31.7% | -11.3%
CC(=O)OCC(NC(=O)C(CCCCNC(=O)OCc1ccccc1)NC(=O)OC(C)(C)C)C1OC(n2cc(F)c(=O)[nH]c2=O)C(OC(C)=O)C1OC(C)=O (stereo not drawn) | 0.5% | 46.1%[activator] | -9.0%
COc1cc(OC)c(-c2nn3c(-c4cc(C)[nH]n4)nnc3s2)cc1OC | 18.8% | 17.2%[57 µM] | -19.2%[57.1 µM]
COc1cccc(CCn2c(N)cc(=O)[nH]c2=S)c1OC | -3.3% | 46.4%[activator] | 0.7%
O=c1[nH]cc(CCc2ccccc2)c2ncncc12 | -6.7% | 28.9% | -4.1%
Cc1ccc(S(=O)(=O)Nc2cccc3ccccc23)cc1 | -7.3% | 12.0% | -11.0%
CC(=O)Nc1ccc(S(=O)(=O)N2N=NC3C2C2CC4C3(CN(C(=O)OC(C)(C)C)S4(=O)=O)O2)cc1 (stereo not drawn) | 1.3% | 33.6% | -4.8%
COc1ccc(C2/C=C\CN(CC(C)C)C(C)C(=O)N2Cc2ccc(F)cc2)cc1 (stereo not drawn) | 16.9% | 44.1%[activator] | -8.3%
Cc1ccc(S(=O)(=O)N2CCN(c3nc(-c4ccncc4)nc4ccccc34)CC2)cc1 | -0.4% | 13.3% | u
COc1ccc(CN2CCC3C=CCC(C(=O)O)C3C2=O)cc1OC (stereo not drawn) | -6.0% | 28.7% | -7.6%
O=C(Nc1cccc2cccnc12)c1c(Cl)cc(Cl)cc1Cl | -2.5% | 44.7%[activator] | -6.8%
CCCN1CNc2c(c(=O)[nH]c(=S)n2CCc2c(OC)cccc2OC)C1 | -2.2% | 22.2% | -17.0%
COc1cccc(OCc2cc(C3Nc4ccccc4C(=O)N3Cc3ccccc3)ccc2OC)c1 (stereo not drawn) | 1.8% | 14.3%[57 µM] | -0.8%[57.1 µM]
COc1ccc(C2CC(c3ccccc3)Oc3c(C)ccc(C)c32)cc1 (stereo not drawn) | 4.5%&-4.7% | 50.1%&34.1%[activator] | 20.7%&15.2%
CC(=O)c1ccc(-c2ccc(C3C4C=CCCC4(C)C(=O)N3Cc3ccccc3)c(F)c2)cc1 (stereo not drawn) | 5.2% | 3.8% | -28.3%
O=C(CNC(=O)C1CCCCC1)OCC(=O)c1ccc([N+](=O)[O-])cc1 | -2.6% | 23.4%[57 µM] | -13.1%[57.1 µM]
CCOc1ccc(S(=O)(=O)N2CCN(c3nc(-c4ccccc4)nc4ccccc34)CC2)cc1OCC | -0.8% | 25.8% | -23.4%
Nc1nc(NCc2ccc(Cl)cc2Cl)c2[nH]cnc2n1 | 6.9%&1.0% | 17.6%&29.8% | -21.3%&-24.8%
Clc1nc(NCc2cccs2)c2[nH]cnc2n1 | 0.1%&1.3% | 28.5% | -24.1%
O=C(O)C1CC=CC2CCN(C3CC3)C(=O)C21 (stereo not drawn) | 0.3% | 34.5% | -21.4%
Cc1cc(C)c(S(=O)(=O)Nc2cccc3cccnc23)c(C)c1 | -0.6%&-24.9% | 13.4% | -3.4%&10.3%
COc1ccc(C(=O)N=c2nc(-c3ccccc3)n(-c3ccccc3)s2)cc1 | -8.6% | 10.6%[57 µM] | -18.5%[57.1 µM]
Cc1ccc2[nH]c(=O)c(CN(Cc3ccccc3)Cc3nnnn3Cc3ccccc3)cc2c1 | 101.7%[activator] | 13.9%[57 µM] | -21.5%[57.1 µM]
NS(=O)(=O)c1ccc(NC(=O)CSc2nnc3c(n2)[nH]c2ccccc23)cc1 | 28.3% | 58.7%[activator] | -6.1%
SMILES | Pin1 inh | HP1b chromo inh | JMJD2A Tudor
C=CCn1c(SCC#N)nc2cc(Cl)ccc2c1=O | -1.4% | 28.0%[57 µM] | 4.6%[57.1 µM]
Cc1onc(-c2ccccc2Cl)c1C(=O)Nc1nnc(C2CCCCC2)s1 | 8.2% | 10.1% | -22.7%
Cc1ccc(-c2c(C3C4C=CCCC4(C)C(=O)N3Cc3ccccc3)ccc3ccccc23)cc1 (stereo not drawn) | -1.7% | 6.1% | -35.2%
C=C1C=CS(=O)(=O)N(Cc2ccccc2)C1 | -2.2% | 44.8%[activator] | -15.2%
O=C(Nc1cc(OC(=O)C(F)(F)F)c2nonc2c1OC(=O)C(F)(F)F)C(F)(F)F | 1.3% | -5.8%[57 µM] | -7.7%[57.1 µM]
COC(=O)C1=C[C@@H](C(=O)OC)C2C3=C(C(=O)[C@@]2(C)NC(=O)c2ccccc2)[C@H](C)[C@@H]2C(=O)N(C)C(=O)[C@@H]2[C@@H]3C1 (stereo partly drawn) | -21.3% | 7.5% | -15.9%
O=C(NCc1ccccn1)C1(C(F)(F)F)C/C(=C\Cc2ccccc2)CCCO1 (stereo not drawn) | 1.0% | -11.7% | 31.6µM*
C[C@@H]1C(=O)N(S(=O)(=O)c2ccc([N+](=O)[O-])cc2)[C@H]1c1ccccc1 | -14.5% | 17.1% | -19.3%
COc1ccc(-c2ccc(C)cc2)cc1C1C2C=CCCC2(C)C(=O)N1Cc1ccccc1 (stereo not drawn) | -0.9% | 10.9% | -25.5%
COc1ccc(CCn2c3c(c(=O)[nH]c2=S)CN(Cc2ccccc2)CN3)cc1OC | 8.9% | 5.8% | -22.4%
COc1ccc(C2CC(c3ccccc3)Oc3cc4c(cc32)OCO4)cc1 (stereo not drawn) | 22.3%&52.4% | u | 35.5µM*
COc1ccc2c(c1)c1nnc(SC)nc1n2Cc1ccccc1 | 0.7% | 18.4% | -19.0%
c1ccc(Cn2sc(=Nc3ccccc3)nc2-c2ccccc2)cc1 | 18.6% | 22.5% | 5.0%
CC(=O)c1nc(N2CCN(S(=O)(=O)c3ccc(C)cc3)CC2)c2ccccc2n1 | 21.6% | 0.4% | u
COc1ccccc1S(=O)(=O)N1CCN(c2nc(-c3cccs3)nc3ccccc23)CC1 | 1.9% | 37.5% | -13.6%
C=C1CCN(C(Cc2ccccc2)C(=O)NCc2ccccc2)S(=O)(=O)c2ccccc21 (stereo not drawn) | 11.5% | 27.8% | -14.5%
O=C(Nc1ncc(Cc2ccccc2)s1)C1CCN(C(=O)c2ccco2)CC1 | 0.8% | 30.3% | -19.9%
CCN(CC)CCC(c1ccc2c(c1)OCO2)c1c(OC)cc(OC)c2c(C)cc(=O)oc12 (stereo not drawn) | 5.4% | 10.1% | -31.7%
CCc1nnc(NC(=O)C2CCCN(C(=O)c3ccoc3)C2)s1 (stereo not drawn) | -1.3% | 33.7% | -15.6%
Oc1ccc(Cl)cc1C1C=C(c2ccc3c(c2)OCO3)NC(c2ccc(Br)cc2)N1 (stereo not drawn) | -1.6% | 2.1%[57 µM] | -18.5%[57.1 µM]
O=C(Nc1cccc2cccnc12)C(Cl)(Cl)Cl | 2.2% | 62.0%[activator] | 17.1%
CN1c2ccccc2C(=O)N2CCc3c([nH]c4ccccc34)C21 (stereo not drawn) | 0.7% | -5.1% | -11.7%
O=S(=O)(Nc1cccnc1)c1cccc2ccccc12 | -8.5% | 9.8% | -10.3%
Nc1nc(NCc2ccccc2Cl)c2[nH]cnc2n1 | 3.0% | 3.3% | -33.3%
C#CCSc1nc2ccccc2c(=O)n1CC=C | 0.7% | 19.6%[57 µM] | 16.9%[57.1 µM]

Reformatted: results already given.
Every second line gives: Pin1 inh | HP1b chromo inh | JMJD2A Tudor
> C=CCn1c(SCC#N)nc2cc(Cl)ccc2c1=O
    -1.4% | 28.0%[57 µM] | 4.6%[57.1 µM]
> Cc1onc(-c2ccccc2Cl)c1C(=O)Nc1nnc(C2CCCCC2)s1
    8.2% | 10.1% | -22.7%
> Cc1ccc(-c2c(C3C4C=CCCC4(C)C(=O)N3Cc3ccccc3)ccc3ccccc23)cc1 (stereo not drawn)
    -1.7% | 6.1% | -35.2%
> C=C1C=CS(=O)(=O)N(Cc2ccccc2)C1
    -2.2% | 44.8%[activator] | -15.2%
> O=C(Nc1cc(OC(=O)C(F)(F)F)c2nonc2c1OC(=O)C(F)(F)F)C(F)(F)F
    1.3% | -5.8%[57 µM] | -7.7%[57.1 µM]
> COC(=O)C1=C[C@@H](C(=O)OC)C2C3=C(C(=O)[C@@]2(C)NC(=O)c2ccccc2)[C@H](C)[C@@H]2C(=O)N(C)C(=O)[C@@H]2[C@@H]3C1 (stereo partly drawn)
    -21.3% | 7.5% | -15.9%
> O=C(NCc1ccccn1)C1(C(F)(F)F)C/C(=C\Cc2ccccc2)CCCO1 (stereo not drawn)
    1.0% | -11.7% | 31.6µM*
> C[C@@H]1C(=O)N(S(=O)(=O)c2ccc([N+](=O)[O-])cc2)[C@H]1c1ccccc1
    -14.5% | 17.1% | -19.3%
> COc1ccc(-c2ccc(C)cc2)cc1C1C2C=CCCC2(C)C(=O)N1Cc1ccccc1 (stereo not drawn)
    -0.9% | 10.9% | -25.5%
> COc1ccc(CCn2c3c(c(=O)[nH]c2=S)CN(Cc2ccccc2)CN3)cc1OC
    8.9% | 5.8% | -22.4%
> COc1ccc(C2CC(c3ccccc3)Oc3cc4c(cc32)OCO4)cc1 (stereo not drawn)
    22.3%&52.4% | u | 35.5µM*
> COc1ccc2c(c1)c1nnc(SC)nc1n2Cc1ccccc1
    0.7% | 18.4% | -19.0%

The results go on.
SMILES | Pin1 inh | HP1b chromo inh | JMJD2A Tudor
COc1ccc(C2/C=C\CN(C(=O)C3CCCCC3)C(C)C(=O)N2Cc2ccc(F)cc2)cc1 (stereo not drawn) | -6.1% | 16.2% | -18.6%
CCOC(=O)N1CCN(C(=O)CN2C(=O)/C(=C\c3cccc(OC)c3)SC2=S)CC1 | -3.3% | 10.6% | -21.3%
CCc1sc(-c2cc3ccccc3oc2=O)nc1-c1ccc(C)cc1 | 3.6% | 184.8%[activator][57 µM] | 139.2%[activator][57.1 µM]
O=S(=O)(O)c1c(NS(=O)(=O)c2ccccc2)ccc2ccccc12 | 4.3% | 15.9% | 89.1µM*
Cc1ccc(S(=O)(=O)N2CCN(c3nc(-c4cncnc4)nc4ccccc34)CC2)cc1 | -2.6% | 13.1% | -25.2%
CN(CCN(C)c1nc(-c2cccs2)nc2ccccc12)C(=O)OC(C)(C)C | u | 62.5%[activator] | 10.2%
COc1ccc(CNc2nc(N)nc3nc[nH]c23)cc1 | 7.0%&0.9% | 21.3%&18.9% | -9.2%&-25.5%
O=C(CNC(=O)c1ccccc1)NCC(=O)OCC(=O)c1cccc2ccccc12 | -10.3% | 22.7%[57 µM] | -12.3%[57.1 µM]
O=C(Nc1cccc2cccnc12)c1cccs1 | 2.2% | 34.5%[activator] | -8.2%
Fc1ccc2[nH]c3c(NCc4ccco4)ncnc3c2c1 | 4.9% | -19.6% | -32.6%
Cc1ccc2nc(-c3ccc(C)o3)c(Nc3ccccc3)n2c1 | 7.1% | 0.9% | -31.3%
O=S(=O)(c1ccc(Cl)cc1)N1CCN(c2nc(-c3ccc(F)cc3)nc3cc(Cl)ccc23)CC1 | -1.5% | 53.3%[activator] | -2.7%
CC12CCC=CC1C(c1ccc(C(F)(F)F)cc1)N(Cc1ccccc1)C2=O (stereo not drawn) | 6.8% | 54.3%[activator] | -10.3%
Cc1cc(C)c2c(c1)C1C=CCC1C(C(=O)O)N2 (stereo not drawn) | u | 20µM* | 20µM*
CCOC(=O)c1ccc(S(=O)(=O)N2CCN(c3nc(-c4cccs4)nc4ccccc34)CC2)cc1 | 10.5% | 50.8%[activator] | -9.2%
O=S1(=O)C2CC3C=CC2(O3)C(OCc2ccc(Cl)c(Cl)c2)C(Cc2ccccc2)N1Cc1ccc(Cl)c(Cl)c1 (stereo not drawn) | 10.7% | 34.1% | -4.1%
COc1ccc(-c2ccc(C(C)=O)cc2)cc1C1C2C=CCC(C)C2C(=O)N1Cc1ccccc1 (stereo not drawn) | 0.4% | -2.9% | u
CN1CCOc2cc(S(=O)(=O)N3CCN(c4nc(-c5cccs5)nc5ccccc45)CC3)ccc21 | -3.6% | -8.2% | -23.1%
Cc1ccc(S(=O)(=O)N2CCN(c3nc(-c4ccc(C)s4)nc4ccccc34)CC2)cc1 | 4.9% | 30.1%[activator] | -16.3%
COc1cc(NS(=O)(=O)c2ccc(C(=O)O)cc2)c2nc(C)ccc2c1 | 1.0% | 46.3%[activator] | -6.8%
CC(=O)Nc1ccn(C2OC(C(COC(C)=O)NC(=O)C(C)NC(=O)OC(C)(C)C)C(OC(C)=O)C2OC(C)=O)c(=O)n1 (stereo not drawn) | 0.7% | 19.8% | -14.5%
CCCC[C@@H]1CCCO[C@@](C(=O)NCc2ccc(S(C)(=O)=O)cc2)(C(F)(F)F)C1 | -12.8% | 15.8% | -9.0%
O=C1c2ccccc2C(=O)N1c1ccc(S(=O)(=O)N2CCOCC2)cc1 | -3.9% | 29.2% | -4.3%
O=S(=O)(c1ccccc1Br)N(Cc1ccccc1)Cc1ccco1 | 9.6% | 50.8%[activator] | 24.8%
O=S(=O)(c1ccccc1)N1CCN(S(=O)(=O)c2ccccc2)CC1 | u | 12.2% | -3.5%
